# Compound activity as filed in PubChem BioAssay.
# ADAM10 inh = inhibitors of human ADAM10; O14672; recombinant ADAM10, EDANS/DABCYL FRET peptide cleavage, 3 h; inhibition, % at 7 µM; actives 0.62% (n = 370,000);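 active means inhibition above a per-campaign cutoff equal to the mean of compounds falling between control-based bounds plus 3 SD, cut at about 20% in these data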;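 further: 0% = DMSO wells while the 100% control is not disclosed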
# Target sequence (O14672 214-748 limits assumed): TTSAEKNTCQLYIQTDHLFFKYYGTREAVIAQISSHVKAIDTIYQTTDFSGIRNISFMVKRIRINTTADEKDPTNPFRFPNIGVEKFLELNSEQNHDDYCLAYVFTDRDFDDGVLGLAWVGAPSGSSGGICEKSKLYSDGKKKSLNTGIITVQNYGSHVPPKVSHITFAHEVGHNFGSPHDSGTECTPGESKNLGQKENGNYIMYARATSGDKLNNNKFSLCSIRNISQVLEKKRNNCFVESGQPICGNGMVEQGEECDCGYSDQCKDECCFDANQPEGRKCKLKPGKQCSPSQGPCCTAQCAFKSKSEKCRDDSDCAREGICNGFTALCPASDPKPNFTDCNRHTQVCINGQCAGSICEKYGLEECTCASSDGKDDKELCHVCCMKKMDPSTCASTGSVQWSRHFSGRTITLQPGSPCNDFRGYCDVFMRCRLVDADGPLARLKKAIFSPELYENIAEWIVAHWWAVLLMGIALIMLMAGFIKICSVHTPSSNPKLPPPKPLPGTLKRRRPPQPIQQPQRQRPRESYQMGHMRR
# hgDAF-12 ag = agonists of H. glycines DAF-12 nuclear receptor; HEK293 GAL4-hgDAF12 UAS-luciferase reporter, agonist luminescence; normalized to butyrate control; activation, % at 6.8 µM; actives 1.8% (n = 370,000); AID 687014;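 active means activation above a cutoff set at the mean of all screened compounds plus 3 SD, cut at about 10% in these data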;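 further: 0% = DMSO wells and 100% = sodium butyrate wells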
# hcDAF-12 act = activates DAF-12 receptor from parasite H. contortus; HEK293 hcDAF-12 lit1-tk-luc reporter, luminescence; 0% DMSO, 100% Δ7-dafachronic acid; activation, % at 6.8 µM; actives 1.4% (n = 370,000); AID 652067;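 active means activation above the mean of all tested compounds plus 3 SD, cut at about 5.5% in these data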;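 further: 100% = response to 3 µM Δ7-dafachronic acid high control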
# DAX1 inh-1 = inhibitors of human orphan nuclear receptor DAX1 (NR0B1); P51843; HEK293 Gal4-DAX1 luciferase reporter, luminescence; inhibition, % at 6.75 µM; actives 0.99% (n = 340,000); AID 504766;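 active means inhibition above the mean over all tested compounds plus 3 SD, cut at about 4.2% in these data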;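 further: 0% = DAX1-transfected cells with DMSO and 100% = empty-vector control cells with DMSO; inhibition shows as a rise in luminescence from relieved DAX1 repression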
# Target sequence (P51843 207-470 limits assumed): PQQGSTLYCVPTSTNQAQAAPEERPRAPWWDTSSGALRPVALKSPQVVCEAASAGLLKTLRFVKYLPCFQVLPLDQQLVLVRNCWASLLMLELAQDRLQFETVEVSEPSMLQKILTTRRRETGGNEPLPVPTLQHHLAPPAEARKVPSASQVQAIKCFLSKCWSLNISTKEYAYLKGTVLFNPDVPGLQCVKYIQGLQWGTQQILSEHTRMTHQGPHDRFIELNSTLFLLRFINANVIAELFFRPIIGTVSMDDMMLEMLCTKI
# GAA850 FXN act = increases GAA850 frataxin promoter reporter activity. HEK293 lucGAA850 FXN promoter luciferase reporter, 24 h; percent of 10 µM SAHA response. actives 0.56% (n = 360,000). activation, % at 6 µM;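 active means activation above the average of all compounds screened plus 3 SD, cutoff fixed separately per campaign, cut at about 7.5% in these data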;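 further: 0% = DMSO wells and 100% = 10 µM SAHA wells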
# DAX1 inh-2 = DAX1 (NR0B1) inhibition, primary screen | HEK293T StAR-luciferase reporter, SF-1/DAX-1 repression relief | inhibition, % at 6.8 µM | actives 1.1% (n = 370,000) | AID 652010;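 active means inhibition above the mean over all tested compounds plus 3 SD, cut at about 3.6% in these data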;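 further: 0% = DAX-1 cells with DMSO and 100% = cells lacking DAX-1 with DMSO; higher inhibition means more luminescence from relief of DAX-1 repression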
# ADAM17 inh = inhibitors of human ADAM17. P78536. recombinant ADAM17, EDANS/DABCYL FRET peptide cleavage. inhibition, % at 6.95 µM. actives 0.83% (n = 370,000). AID 720648;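 active means inhibition above the mean of compounds lying between control limits plus 3 SD, set per campaign, cut at about 8.5% in these data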;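 further: 0% = DMSO-only wells as the low control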
# SMARCA2 act = activators of SMARCA2 function; actives 1% (n = 370,000); activation, % at 9.1 µM; MG213 cells, MMTV-luciferase reporter, dexamethasone, overnight; in the data active means activation above about 7.8%;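 further: 0% = vehicle wells and 100% = reference activator wells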
# GC-A act = GC-A (human) enzyme activation; P16066; HEK293 GC-A cells, cGMP TR-FRET, EC30 ANP; 0% at EC30 ANP, 100% saturating ANP; activation, % at 10 µM; actives 0.14% (n = 370,000); in the data active means activation above about 40%
# ssDAF12 agonist = activates DAF-12 receptor from parasite S. stercoralis; HEK293 ssDAF-12/GRIP1 lit1-tk-luc reporter, luminescence; % of 3 µM dafachronic acid response; activation, % at 6.8 µM; actives 1% (n = 370,000);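 active means activation above the mean over all tested compounds plus 3 SD, cut at about 0.9% in these data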;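 further: 0% = DMSO-only wells and 100% = 3 µM delta7-dafachronic acid wells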
# PG9 binder = small molecules binding HIV-1 gp120 antibody PG9 | TR-FRET gp120-PG9 antibody binding | AID 624416 | actives 0.43% (n = 360,000) | inhibition, % at 6.7 µM; in the data active means inhibition above about 8.5%
# * hit, by the source's call; i = inactive; x = not tested or not shown.
SMILES,ADAM10 inh,hgDAF-12 ag,hcDAF-12 act,DAX1 inh-1,GAA850 FXN act,DAX1 inh-2,ADAM17 inh,SMARCA2 act,GC-A act,ssDAF12 agonist,PG9 binder
O=C(COC(=O)CCc1ccccc1)Nc1cc(S(=O)(=O)N2CCOCC2)ccc1N1CCCC1,2.4,-0.4,-0.5,1.0,1.4,0.5,1.9,-1.0,-4.2,-0.8,0.7
Cc1nonc1NC(=O)CSc1ccc(-c2ccccc2)nn1,-3.3,-1.9,-1.7,0.6,-5.5,-0.3,1.3,-1.4,2.8,-2.0,-0.1
CCCCSC1=N/C(=C/c2ccsc2)C(=O)N1c1ccccc1,-6.8,-0.6,2.9,0.9,1.2,-0.4,-1.8,-1.9,1.9,0.7,-3.9
COc1ccc(CCNC(=O)Cn2c(=O)oc3ccccc32)cc1OC,0.5,-1.8,-0.7,0.4,0.2,-0.1,-0.1,0.1,-2.7,-1.3,-0.7
Nc1nonc1-c1noc(N2CCCCC2)n1,7.4,7.1,4.2,2.2,5.3,1.2,-2.0,6.8,-0.9,-0.3,-0.1
CCc1cccc(OCCn2nc(C(=O)O)c3ccccc3c2=O)c1,-1.3,-2.4,-2.1,-1.3,1.8,-0.9,-2.4,-0.6,-7.7,-1.8,0.4
CC(=O)CC[C@@H]1CC[C@]2(CCCN(S(=O)(=O)C3CCCCC3)C2)O1,-6.4,0.1,-2.1,x,x,1.9,-1.1,-1.1,4.8,-1.5,x
COc1ccc(-c2nnn(Cc3nn[nH]n3)n2)cc1OC,-8.3,-0.3,-1.2,1.2,0.0,-0.1,-1.1,-3.5,-0.7,-1.7,-0.3
COc1cc(C(=O)Nc2ccncc2)cc(OC)c1OC,-1.1,-1.4,-3.6,0.6,0.0,-0.6,0.4,-3.1,0.1,-0.4,2.7
COC(=O)CCC(=O)NNC(=O)C1CC1(c1ccccc1)c1ccccc1 (stereo not drawn),-5.6,-2.3,1.0,1.6,1.5,0.2,-1.4,-0.7,-1.4,-1.2,1.4
CN(C)c1ncnc2c1nnn2C1OC(CO)C(O)C1O (stereo not drawn),-8.8,-10.6,2.3,-0.1,-0.6,-0.2,-5.3,12.9*,0.1,-1.3,-0.7
COc1cccc(NC(=O)C2CCN(C(=O)[C@@H]3Cc4ccccc4CN3)CC2)c1,-3.4,1.3,-0.9,0.1,3.2,1.1,-3.7,5.4,-1.2,-0.7,0.8
COCCNC(=O)CN(Cc1ccccc1)S(=O)(=O)c1ccc2nc(C)sc2c1,4.4,-0.3,-0.8,1.3,2.1,0.1,-5.1,-1.3,-2.2,-1.0,0.2
Cc1ccc(S(=O)(=O)N2CCCC(C(=O)Nc3ccc(C(=O)O)cc3)C2)cc1Cl (stereo not drawn),7.6,-0.8,0.6,1.1,1.2,0.1,-0.3,1.1,6.9,-0.9,-0.8
CCN(CC)C(=O)CSc1nc2sc3c(c2c(=O)n1CCOC)CCC3,3.2,-0.2,1.7,-0.6,1.9,0.5,2.6,-2.7,-2.7,-1.9,-0.8
N/C(Cc1ccc(Cl)c(Cl)c1)=N\OC(=O)c1ccc(Br)o1,1.6,4.5,-0.6,2.8,1.1,0.1,-1.4,2.6,-0.8,-1.4,-0.6
CCC12CN3CCN(CC(C3)/C1=N\NC(=O)Nc1ccccc1)C2,-0.3,1.4,4.7,1.5,-1.4,0.5,-2.4,0.9,12.2,-0.3,-3.0
CC(=O)c1cccc(S(=O)(=O)Nc2cc(C(F)(F)F)ccc2N2CCOCC2)c1,0.8,-2.6,1.6,0.7,-0.4,-0.8,-1.4,-0.5,-0.7,-1.2,-2.4
O=C1Nc2c(Cl)cc(Cl)cc2C12Nc1ccccc1S2 (stereo not drawn),-85.5,6.4,3.1,x,x,0.8,-37.4,-3.7,-7.1,0.5,-1.0
Cc1cc(C)cc(NC(=O)C2CCCN2/C=C/C(=O)C(F)(F)F)c1 (stereo not drawn),8.3,-1.9,-1.8,0.4,1.7,0.6,3.7,-2.2,-2.3,-1.3,-1.5
CCOC(=O)c1c(CN(C)C)n(-c2ccccc2)c2cc(Br)c(O)cc12,-2.3,-2.2,0.0,0.0,1.8,-0.1,0.9,2.7,-6.7,-1.1,-1.1
O=C(Nc1c[nH]c(=O)[nH]c1=O)OCc1ccccc1,-15.9,-1.7,-0.6,-0.4,3.4,-0.1,-6.2,-1.6,2.5,-1.3,-0.8
CC1CCCCC1NC(=O)CSCC(=O)O (stereo not drawn),-6.8,1.8,-1.2,0.4,-0.3,0.2,-1.8,-3.9,1.4,-1.4,2.0
c1ccc2c(c1)COC(CNC1CCCCC1)OC2,-11.8,-2.4,-0.7,1.4,0.7,-0.1,-3.9,-2.0,2.9,-0.5,-1.3
Cc1cc(C)c(C)c(S(=O)(=O)N2CCN(C(=O)c3ccccn3)CC2)c1C,-6.3,1.9,0.2,0.2,1.1,-1.5,-1.8,-1.9,1.4,-1.6,-1.5

# Among those listed so far, 5 have four or more nitrogen atoms.
SMILES,ADAM10 inh,hgDAF-12 ag,hcDAF-12 act,DAX1 inh-1,GAA850 FXN act,DAX1 inh-2,ADAM17 inh,SMARCA2 act,GC-A act,ssDAF12 agonist,PG9 binder
Cc1nonc1NC(=O)CSc1ccc(-c2ccccc2)nn1,-3.3,-1.9,-1.7,0.6,-5.5,-0.3,1.3,-1.4,2.8,-2.0,-0.1
Nc1nonc1-c1noc(N2CCCCC2)n1,7.4,7.1,4.2,2.2,5.3,1.2,-2.0,6.8,-0.9,-0.3,-0.1
COc1ccc(-c2nnn(Cc3nn[nH]n3)n2)cc1OC,-8.3,-0.3,-1.2,1.2,0.0,-0.1,-1.1,-3.5,-0.7,-1.7,-0.3
CN(C)c1ncnc2c1nnn2C1OC(CO)C(O)C1O (stereo not drawn),-8.8,-10.6,2.3,-0.1,-0.6,-0.2,-5.3,12.9*,0.1,-1.3,-0.7
CCC12CN3CCN(CC(C3)/C1=N\NC(=O)Nc1ccccc1)C2,-0.3,1.4,4.7,1.5,-1.4,0.5,-2.4,0.9,12.2,-0.3,-3.0

# Profiles, looked up by structure. Values in the order: ADAM10 inh	hgDAF-12 ag	hcDAF-12 act	DAX1 inh-1	GAA850 FXN act	DAX1 inh-2	ADAM17 inh	SMARCA2 act	GC-A act	ssDAF12 agonist	PG9 binder
# CC(=O)CC[C@@H]1CC[C@]2(CCCN(S(=O)(=O)C3CCCCC3)C2)O1 in the list: -6.4	0.1	-2.1	x	x	1.9	-1.1	-1.1	4.8	-1.5	x
# Cc1nonc1NC(=O)CSc1ccc(-c2ccccc2)nn1 in the list: -3.3	-1.9	-1.7	0.6	-5.5	-0.3	1.3	-1.4	2.8	-2.0	-0.1
# CCc1cccc(OCCn2nc(C(=O)O)c3ccccc3c2=O)c1 in the list: -1.3	-2.4	-2.1	-1.3	1.8	-0.9	-2.4	-0.6	-7.7	-1.8	0.4

# Additional structures
SMILES,ADAM10 inh,hgDAF-12 ag,hcDAF-12 act,DAX1 inh-1,GAA850 FXN act,DAX1 inh-2,ADAM17 inh,SMARCA2 act,GC-A act,ssDAF12 agonist,PG9 binder
COc1cccc(N)c1,-8.9,1.8,1.6,x,x,0.8,0.1,3.8,6.1,-1.5,-1.4
CCN(CC)S(=O)(=O)c1ccc2c(c1)N(CC(=O)NCCc1ccc(S(N)(=O)=O)cc1)C(=O)CO2,-5.2,0.5,0.2,0.0,1.8,-1.2,-3.3,1.2,-3.5,-1.0,0.5
O=C(CCn1nc(-c2ccc(Cl)cc2)ccc1=O)NCc1cccnc1,-8.3,1.3,-0.4,0.9,0.6,-0.1,-4.1,0.2,2.2,-1.1,-0.6
CCOC(=O)c1c(C)nc2c(c1-c1cc(OC)ccc1OC)C(=O)c1ccccc1-2,-3.3,3.6,0.9,2.0,1.8,0.3,-4.2,-5.0,1.9,-1.4,-0.8
Cc1ccc2c3c(cccc13)-c1ccccc1C2=O,-76.7,3.9,2.6,0.9,3.2,0.8,-17.1,5.5,-4.8,-0.6,-2.2
COc1ccc(C2(O)CCN(Cc3nnnn3Cc3ccc(F)cc3)CC2)cc1,-7.4,-2.3,-1.7,-0.4,-0.2,-0.9,-2.8,0.7,-3.6,-1.1,0.1
COc1ccccc1C1CC(=O)Oc2c(C(C)C)ccc(C)c21 (stereo not drawn),-0.2,-2.5,-1.1,-1.0,1.5,-0.4,3.6,-3.6,-0.6,-1.1,-0.6
Cc1ccc(C(=O)CCC(=O)OCC(=O)Nc2ccccc2SCC#N)cc1,-3.8,1.8,3.9,-0.1,0.6,1.0,-3.0,-0.2,3.4,-0.3,-0.4
COc1ccccc1CNC(=O)CSc1ccc(-c2ccccn2)nn1,-7.4,-2.5,-1.5,-1.1,0.4,-0.3,-6.5,-2.8,-3.6,-1.8,-0.9
COc1ccc(C(CC(=O)O)NC(=O)Cc2ccccc2)cc1OC (stereo not drawn),-4.5,-0.9,-0.4,-0.8,0.9,1.2,2.8,-1.6,4.1,-1.1,0.8
CC1CN(C2CCN(S(=O)(=O)c3ccccc3)CC2)CC(C)O1 (stereo not drawn),-4.4,-1.5,1.4,0.2,1.9,0.2,-7.2,2.6,-4.9,-1.6,2.6
CCOc1ccc(N2CC(C(=O)NCCc3c[nH]c4ccc(OC)cc34)CC2=O)cc1 (stereo not drawn),-0.4,1.7,1.1,-1.3,-0.1,0.2,-2.5,-3.0,3.5,-1.4,-0.8
COc1ccc(C(=O)NCc2cccnc2)cc1C(=O)NCc1cccnc1,-8.4,-2.8,-3.2,0.7,-1.4,-0.3,-1.8,-3.9,5.5,-1.0,-1.1
Cc1ccc(C(=O)Nc2nc3ccccc3n3nnnc23)cc1,-6.7,2.6,1.2,0.2,-0.7,-0.9,-3.6,4.3,-1.4,-0.4,-0.9
COc1ccccc1N(C)S(=O)(=O)c1ccc(C(=O)OCC(=O)Nc2cc(C)on2)cc1,0.6,2.4,-0.9,1.7,0.8,-0.4,0.1,-1.7,-0.3,-1.9,-3.8
CCCCC(c1nnnn1CCOC)N1CCN(C(=O)c2ccco2)CC1 (stereo not drawn),4.3,-1.0,-1.4,0.1,-0.6,0.3,-1.9,-0.1,-0.8,-0.9,-1.4
CC(=O)c1ccc(-c2ccc(C(=O)NCC(c3ccc(F)cc3)N3CCOCC3)o2)cc1 (stereo not drawn),i,1.4,-0.7,-0.5,2.6,0.3,-293.7,2.3,-3.1,-0.8,-1.6
Cc1ccc(-c2nn(-c3ccccc3)cc2/C=N/NC(=O)c2ccc(Br)o2)cc1,9.2,1.0,3.1,1.0,1.8,0.9,6.3,0.2,-6.6,-0.7,-0.7
CC(C)N1CCC(N2CCN(Cc3ccc(C#CC(C)(C)O)s3)CC2CCO)CC1 (stereo not drawn),-1.1,1.6,-1.7,0.5,3.8,-0.3,1.6,0.9,0.5,-1.5,-4.2
